Bioassay records deposited in PubChem by National Center for Advancing Translational Sciences (NCATS).
DT40 TDP1 CPT – qHTS for Inhibitors of human tyrosyl-DNA phosphodiesterase 1 (TDP1): qHTS in cells in presence of CPT | chicken DT40 Tdp1-/-;hTDP1 cells + 20 nM CPT, ATP luminescence, 48 h | Potency, µM (series often up to 46.2 µM), without a hit: at the top dose activity change, negative = growth inhibition, hits mostly inhibitors | actives 12% (n = 420,000) | AID 686979, 2013; further: nearly all actives have a fitted effect of over 55% in size
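Cell growth measured by CellTiter-Glo luminescence after a minimum 48 h, 37 C compound exposure with 20 nM CPT in Tdp1-knockout DT40 cells stably expressing hTDP1, seeded 400/well; qHTS titration format.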
N370S GC mod – qHTS Assay for Inhibitors and Activators of N370S glucocerebrosidase as a Potential Chaperone Treatment of Gaucher Disease | N370S GC spleen homogenate, 4MU-glucoside fluorescence | actives 0.092% (n = 330,000) | Potency, µM (highest dose often 59.4 µM), for inactives: at the top dose activity change, negative = inhibition, most hits filed as inhibitors | AID 2101, 2009;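 further: 0% = full enzyme activity and -100% = no enzyme basal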
FEN1 inh – qHTS Assay for the Inhibitors of Human Flap endonuclease 1 (FEN1). Recombinant FEN1 flap cleavage, fluorescence, 15 min. Potency, µM (series often up to 114 µM), for the others: top-dose activity change, negative = inhibition, most hits filed as inhibitors. actives 0.35% (n = 390,000); further: nearly all actives have a fitted effect of over 65% in size
Target sequence (P39748 whole entry, looked up): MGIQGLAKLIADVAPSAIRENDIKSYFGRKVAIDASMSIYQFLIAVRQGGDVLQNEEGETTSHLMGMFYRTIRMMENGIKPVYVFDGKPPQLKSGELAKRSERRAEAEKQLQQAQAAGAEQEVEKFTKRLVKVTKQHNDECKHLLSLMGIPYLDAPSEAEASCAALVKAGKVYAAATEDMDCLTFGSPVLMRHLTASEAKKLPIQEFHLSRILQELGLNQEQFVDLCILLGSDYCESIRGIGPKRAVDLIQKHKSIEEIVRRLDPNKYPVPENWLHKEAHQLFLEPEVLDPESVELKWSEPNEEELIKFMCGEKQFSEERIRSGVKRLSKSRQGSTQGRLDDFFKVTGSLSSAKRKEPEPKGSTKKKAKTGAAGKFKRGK
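Recombinant FEN1 (10 nM) was preincubated with pin-transferred compounds for 15 min at room temperature, then flap DNA substrate (50 nM final) was added. Plates were read at 0 and 15 min, and normalized concentration–response data were fitted to a four-parameter Hill equation.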
* hit, by the source's call; ? = inconclusive; . = no result given; & = joins results of further samples; [ ] = dose if it differs, or a comment. The call rests on the fitted dose curve; in most records, active means well fitted curve in the direction sought with a large enough effect; inconclusive means small, poorly fitted or top-dose-only effect, or another doubt; inactive means no such curve, though single readings can be large; an effect the other way counts as inactive or inconclusive. Unless noted, on the % scale 0 is the no-effect control and ±100 the full control effect; potency means the concentration at half of the fitted maximal effect. Only part of the results is shown, so the mix of outcomes need not match the whole.

SMILES	DT40 TDP1 CPT	N370S GC mod	FEN1 inh
COCCN(CC1CCCN(C2Cc3ccccc3C2)C1)C(=O)CSC (configuration not stated)	-15%	1%	-3%
CC(C)(C)c1ccc(C(=O)NNC(=S)NCc2ccco2)cc1	?	2%	7%
CCN(CC)C(=O)[C@H]1C[C@H](CC(=O)NCc2ccc(OC)c(OC)c2)C(=O)N2CCc3c([nH]c4cc(CCC(=O)N(C)C)ccc34)[C@]12C	2%	.	4%
COc1ccc2[nH]c3nc(SCC(=O)NNC(=O)c4ccc(OC)c(OC)c4)nnc3c2c1	?	-19%	4%
COc1ccc(C(CCN2CCOCC2)c2c(O)cc(OC)cc2OC)cc1 (configuration not stated)	?	-12%&-10%	9%&-4%
CSc1nsc(SC)c1C(=O)N1CCN(S(=O)(=O)c2ccc(C)cc2)C1C(C)C (configuration not stated)	?	7%	-22%
C/C(=N\NC(=O)c1cccc(S(=O)(=O)Nc2ccccc2Cl)c1)c1ccc(-n2ccnc2)cc1	?	5%	-3%
COc1ccc(/C=C/C(=O)Nc2ccc(OC)nc2)cc1	-1%	3%	45%[activator]
COc1ccc(Nc2nnc(-c3ccc(C)c(S(N)(=O)=O)c3)c3ccccc23)cc1	18µM*	.	?
OC1(c2ccc(F)cc2)CSC(=Nc2cccnc2)N1Cc1ccco1 (configuration not stated)	?	-2%	5%
C(=C\c1ccnc2ccccc12)/c1ccc(N2CCNCC2)cc1	?	.	-12%
CCn1c(C(=O)O)c(CC(=O)Nc2ccccc2OC)c2ccccc21	-4%	8%	-9%
CC(C(=O)NCCN1CCOCC1)(c1ccccc1)c1ccccc1	14%	-16%	-1%
O=C(CC1C(=O)NCCN1Cc1ccoc1)NCCc1ccc(Cl)cc1 (configuration not stated)	?	-7%	3%
CSCCC(NC(=O)C1CCC(C)CC1)C(=O)OCC(=O)c1ccc(Cl)cc1 (configuration not stated)	0%	-1%	1%
CSc1ccc2nnc(-c3ccc(C)cc3)n2n1	?	.	-13%
CC1CCCC(C)N1/N=C/c1ccc(O)cc1 (configuration not stated)	8%	-21%	12%
O=c1c2c(-c3ccco3)csc2nc(SCc2cn3cccnc3n2)n1-c1ccccc1	?	16%	1%
Cc1ccc2c(C)c(C(=O)N(C)Cc3nccn3C)oc2c1C	?	-2%	-7%
O=C(NCSc1ccccc1)c1ccccc1	?	-11%	-8%
CCCn1c(C)cc(C(=O)COC(=O)c2nccnc2N)c1C	3%	5%	5%
N#Cc1ccccc1S(=O)(=O)N1CCN(c2nc(-c3cccs3)nc3ccccc23)CC1	16µM*	.	-3%&-11%
CCC(C)NCCOCCOc1ccc(F)cc1 (configuration not stated)	?	2%	-5%
CN1CCN(C(=O)Nc2ccc3c(c2)N(C)C(=O)c2ccccc2S3)CC1	-2%	-4%	-4%
COC(=O)[C@H]1CN(C(=O)c2ccccc2)C(=O)N1	15%	-3%	-10%

2 successive entries from above:
SMILES	DT40 TDP1 CPT	N370S GC mod	FEN1 inh
CN1CCN(C(=O)Nc2ccc3c(c2)N(C)C(=O)c2ccccc2S3)CC1	-2%	-4%	-4%
COC(=O)[C@H]1CN(C(=O)c2ccccc2)C(=O)N1	15%	-3%	-10%

(continued)
SMILES	DT40 TDP1 CPT	N370S GC mod	FEN1 inh
CCCCn1c(N)c(N(CC)C(=O)/C=C/c2ccco2)c(=O)[nH]c1=O	0%	-16%	16%
COc1ccc(N2C3=C(C(=O)CC(C)(C)C3)C(c3ccccc3OC)C3=C2CC(C)(C)CC3=O)cc1	?	?	-21%
Cc1c(Cl)cccc1NC(=O)COC(=O)C12CC3CC(CC(O)(C3)C1)C2	-26%	.	17%
CC(=O)Oc1ccc(C(=O)[C@H]2[C@H]3C(=O)N(c4cccc5ccccc45)C(=O)[C@H]3[C@@H]3C=CC=NN32)cc1	?	-22%	12%
CC(=O)N1CCC2(CC1)C(C#N)=C(N)Oc1n[nH]c(C(F)(F)F)c12	-23%	0%	-5%
O=C(CSc1nc2ccccc2c(=O)n1Cc1ccco1)NCc1ccccc1	-26%	.	-10%
Cc1ccc(Cl)c(NC(=O)COC(=O)c2nn(C)c(=O)c3ccccc23)c1Cl	21%	.	-14%
NC(=O)c1ccc2nc(-c3ccccc3)c(-c3ccccc3)nc2c1	-15%	-1%	-2%
CCN(CC)c1ncnnc1-c1ccccc1	3%	16%	-3%
CCOc1ccc(OCC)c(Nc2nc3ccc(Cl)cc3n3cnnc23)c1	?	.	-4%
CN1CCN(S(=O)(=O)c2ccc(NS(=O)(=O)c3ccccc3)cc2)CC1	-17%	-20%	6%
COC(=O)Cn1cnc2c(nnn2-c2ccc(C)cc2)c1=O	-6%	-3%	-3%
COc1ccc(OCc2cc(C(=O)N(C)Cc3cc(C4CC4)n[nH]3)no2)c(Cl)c1	?	3%	6%
COc1cc(/C=N/O)cc(Cl)c1OC	1%	0%	-7%
O=C(NC1CC(=O)N(c2ccc(Cl)cc2)C1)c1ccc2c(c1)OCO2 (configuration not stated)	-17%	.	-7%
O=C(c1ccc2c3c(cccc13)CC2)N1CCOCC1	1%	2%	8%
Cc1ccc(CS(=O)(=O)CCC(=O)NCCC(C)C)cc1	-15%	2%	-6%
CC(C)=CC(=O)Nc1ccc(Cl)cc1	-9%	18%	14%
S=C(Nc1ccc(Cl)c(Cl)c1)N1CCCC1	-13%	-6%	5%
Cc1ccc(NC(=O)CSCC(=O)OC(C)C(=O)Nc2ccc(S(N)(=O)=O)cc2)c(C)c1 (configuration not stated)	1%	0%	-10%
CC[C@]12C(=O)N(C)C[C@H]([C@@H]3C(=O)N(C)C(=O)[C@@H]31)N2C(=O)c1ccc(C(F)(F)F)cc1	-23%	.	4%
CC1CCCN(c2nc3c(c(=O)[nH]c(=O)n3C)n2CCSc2nc3ccccc3o2)C1 (configuration not stated)	-7%	12%	-2%
CCCCN1C(=O)NC(c2ccc(OC)cc2)C(C(=O)OCc2ccccc2)=C1C (configuration not stated)	?	-1%	-4%
Cc1csc(SCC(=O)NC(=O)Cc2ccccc2)n1	3%	-20%	5%
O=C(CSc1nnc(C2CCCCC2)o1)Nc1ccccc1Cl	4%	0%	0%

A stretch from further up, as a working copy:
SMILES	DT40 TDP1 CPT	N370S GC mod	FEN1 inh
COC(=O)[C@H]1CN(C(=O)c2ccccc2)C(=O)N1	15%	-3%	-10%
CCCCn1c(N)c(N(CC)C(=O)/C=C/c2ccco2)c(=O)[nH]c1=O	0%	-16%	16%
COc1ccc(N2C3=C(C(=O)CC(C)(C)C3)C(c3ccccc3OC)C3=C2CC(C)(C)CC3=O)cc1	?	?	-21%
Cc1c(Cl)cccc1NC(=O)COC(=O)C12CC3CC(CC(O)(C3)C1)C2	-26%	.	17%
CC(=O)Oc1ccc(C(=O)[C@H]2[C@H]3C(=O)N(c4cccc5ccccc45)C(=O)[C@H]3[C@@H]3C=CC=NN32)cc1	?	-22%	12%
CC(=O)N1CCC2(CC1)C(C#N)=C(N)Oc1n[nH]c(C(F)(F)F)c12	-23%	0%	-5%
O=C(CSc1nc2ccccc2c(=O)n1Cc1ccco1)NCc1ccccc1	-26%	.	-10%
Cc1ccc(Cl)c(NC(=O)COC(=O)c2nn(C)c(=O)c3ccccc23)c1Cl	21%	.	-14%
NC(=O)c1ccc2nc(-c3ccccc3)c(-c3ccccc3)nc2c1	-15%	-1%	-2%
CCN(CC)c1ncnnc1-c1ccccc1	3%	16%	-3%
CCOc1ccc(OCC)c(Nc2nc3ccc(Cl)cc3n3cnnc23)c1	?	.	-4%
CN1CCN(S(=O)(=O)c2ccc(NS(=O)(=O)c3ccccc3)cc2)CC1	-17%	-20%	6%
COC(=O)Cn1cnc2c(nnn2-c2ccc(C)cc2)c1=O	-6%	-3%	-3%
COc1ccc(OCc2cc(C(=O)N(C)Cc3cc(C4CC4)n[nH]3)no2)c(Cl)c1	?	3%	6%
COc1cc(/C=N/O)cc(Cl)c1OC	1%	0%	-7%
O=C(NC1CC(=O)N(c2ccc(Cl)cc2)C1)c1ccc2c(c1)OCO2 (configuration not stated)	-17%	.	-7%
O=C(c1ccc2c3c(cccc13)CC2)N1CCOCC1	1%	2%	8%
Cc1ccc(CS(=O)(=O)CCC(=O)NCCC(C)C)cc1	-15%	2%	-6%
CC(C)=CC(=O)Nc1ccc(Cl)cc1	-9%	18%	14%
S=C(Nc1ccc(Cl)c(Cl)c1)N1CCCC1	-13%	-6%	5%
Cc1ccc(NC(=O)CSCC(=O)OC(C)C(=O)Nc2ccc(S(N)(=O)=O)cc2)c(C)c1 (configuration not stated)	1%	0%	-10%
CC[C@]12C(=O)N(C)C[C@H]([C@@H]3C(=O)N(C)C(=O)[C@@H]31)N2C(=O)c1ccc(C(F)(F)F)cc1	-23%	.	4%
CC1CCCN(c2nc3c(c(=O)[nH]c(=O)n3C)n2CCSc2nc3ccccc3o2)C1 (configuration not stated)	-7%	12%	-2%
CCCCN1C(=O)NC(c2ccc(OC)cc2)C(C(=O)OCc2ccccc2)=C1C (configuration not stated)	?	-1%	-4%
Cc1csc(SCC(=O)NC(=O)Cc2ccccc2)n1	3%	-20%	5%
O=C(CSc1nnc(C2CCCCC2)o1)Nc1ccccc1Cl	4%	0%	0%

Next section
SMILES	DT40 TDP1 CPT	N370S GC mod	FEN1 inh
Clc1ccccc1-c1ccc(CN2CCN(c3ccccc3)CC2)o1	-26%	4%	-3%
Cc1ccc(CCNc2nc3c(S(=O)(=O)c4ccccc4)nnn3c3ccsc23)cc1	-22%	.	89µM*
Cc1nnc(NC2=NCCCCC2)o1	-7%	-5%	-3%
Cc1ccc2c(Cl)cc(Cl)c(OCC(=O)NC(C)(C)C)c2n1	?	?	-1%
Cc1c(CC(=O)O)c(=O)oc2cc(OCc3ccc(Br)cc3)ccc12	0%	-5%	3%
O=C(NCCC1=CCCCC1)C1CC(=O)N(C2CCCCCC2)C1 (configuration not stated)	-16%	3%	-112%
O=C(CCc1nc2cccnc2n1-c1ccccc1)Nc1ccc(Cl)c(Cl)c1	?	.	-8%
CC(=O)c1cc2c(cc1NC(=O)CN1CCOCC1)OCO2	-21%	4%	8%
CCn1cc(C(=O)N2CCN(c3cc(Cl)ccc3C)CC2)c(=O)c2cc(S(=O)(=O)N3CCCC3)ccc21	23µM*	.	5%
Cc1ccc(NS(=O)(=O)c2c(C)nc3sccn3c2=O)c(Cl)c1	?	.	-3%
Cc1ccc2c(c1)N(C(=O)N1CCC(C(=O)NCc3ccccc3F)CC1)CC(C)O2 (configuration not stated)	?	.	7%
COc1cccc(N2CCN(C(=S)NCCc3ccccc3)CC2)c1	-17%	0%	-17%
Cc1ccc(S(=O)(=O)N2CCN(C(=O)CSc3nnc(C)c(=O)[nH]3)CC2)cc1	-8%	4%	4%
NC(=O)CC(NC(=O)Cc1ccc(Br)cc1)c1ccc(NCCc2ccc(F)cc2)c([N+](=O)[O-])c1 (configuration not stated)	?	-6%	7%
CCc1ccccc1NC(=O)C1COc2ccccc2C1 (configuration not stated)	-19%	.	2%
N#C/C(=C\c1ccc(OCc2ccc(Br)cc2)cc1)C(=O)Nc1cccc(C(=O)O)c1	25%	-18%	?
CN(C)C(=O)N=NC(=O)N(C)C	?	-3%	8%
O=C(Nc1ccc(N2CCOCC2)cc1)c1ccc2c(c1)OCO2	6%	-2%	1%
COc1ccccc1C(=O)NCC(=O)OCC(=O)N1CC(C)OC(C)C1 (configuration not stated)	-17%	-5%	0%
COc1ccccc1C(=O)N/N=C(\C)c1ccc(NC(=O)Cc2ccccc2)cc1	?	-3%	-1%
COc1ccc(Br)cc1C(=O)NC(=S)Nc1ccc(Cl)c(C(=O)O)c1	-18%	1%	-5%
COc1ccc(N2CCN(CCCNC(=O)c3ccc4nc(CCc5ccccc5)oc4c3)CC2)cc1	15µM*	.	11%
CC1(C)CC(NS(=O)(=O)c2ccc(Cl)cc2)CC(C)(C)N1	3%	-6%	-1%
Nc1nonc1NC(=O)CSc1nc2ccccc2s1	-4%	-10%	11%
Cc1c(CCO)sc[n+]1CC(=O)c1ccccc1	0.56µM*	.	23%
CCOC(=O)c1sc(NC(=O)CN2CCN(c3ccccc3)CC2)nc1C	7%	2%	-10%
O=C(CN1C(=O)c2cccc([N+](=O)[O-])c2C1=O)N1CCN(S(=O)(=O)c2ccccc2)CC1	6%	.	-12%
